RGS4 inh: human RGS4 inhibition; P49798; Transcreener GDP fluorescence polarization, RGS4-accelerated GTP hydrolysis; Potency, µM (top dose mostly 114 µM), for the others: top-dose activity change, negative = inhibition, actives largely listed as inhibitors; actives 0.039% (n = 390,000); AID 504845; also: potency is read from the fitted curve at half-maximal effect; % is scaled to controls: 0 for no effect and ±100 for the full control effect; nearly all actives have a fitted effect of over 75% in size; some results filed as inactive show a strong effect at the top dose
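MLSMR compounds (23 nl, pin-transferred) preincubated 10 min at room temperature with a 500nM (2x) first reagent, then RGS4 at 900nM (2x) plus Transcreener GDP mix added; fluorescence polarization (620/688 nm) read before and after 90 min at 30 °C.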
JMJD2A Tudor inh: blocks the human JMJD2A Tudor domain; O75164; AlphaScreen JMJD2A-Tudor / H3K4me3 peptide binding; Potency, µM (top dose mostly 114 µM), for inactives: top-dose activity change, negative = inhibition, actives largely listed as inhibitors; actives 4.4% (n = 390,000); also: potency is read from the fitted curve at half-maximal effect; % is scaled to controls: 0 for no effect and ±100 for the full control effect; nearly all actives have a fitted effect of over 50% in size
G9a inh: G9a (human) methyltransferase inhibition. Q96KQ7. G9a H3K9 monomethylation, AlphaScreen, 2 h. Potency, µM (series often up to 102 µM), for the others: at the top dose activity, negative = inhibition, hits mostly inhibitors. actives 8.8% (n = 350,000); also: potency is read from the fitted curve at half-maximal effect; % is scaled to controls: 0 for no effect and ±100 for the full control effect; nearly all actives have a fitted effect of over 75% in size
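Signal arises when biotinylated H3K9 peptide, once monomethylated, bridges streptavidin donor and antibody-captured acceptor beads. Enzyme at 20 nM was preincubated 15 min with test compounds; peptide 500 nM and SAM 20 uM then reacted for 2 h.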
ERG Ets-DNA blk: inhibitors of human ERG Ets domain-DNA interaction; Potency, µM (doses to about 76.9 µM), for inactives: top-dose FP activity, negative = inhibition, actives largely listed as inhibitors; actives 0.028% (n = 370,000); fluorescence polarization, His-ERG Ets domain / labelled DNA; P11308; active = well fitted inhibition curve with a large enough effect in the polarisation, with a control signal flat; inconclusive = small, poorly fitted or top-dose-only effect, or effect the other way, or a change in a side signal; inactive = no such curve, though single readings can be large or run the other way; the % refers to the polarisation;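 also: polarization taken with two DNA probes labelled with fluorescein and Texas red; potency is read from the fitted curve at half-maximal effect; % of control where 0% means no effect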
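His-tagged ERG Ets domain (1 uM in the protein solution; 300mM KCl, 50mM Tris-HCl, 1mM EDTA, 1mM DTT, pH 7.5) received compound, then a probe mix of 5 nM fluorescein-DNA and 100nM Texas-615-DNA. Fluorescence polarization was read for both dyes.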
BAZ2B block: inhibitors of human BAZ2B bromodomain; AlphaScreen BAZ2B-H3K14Ac peptide displacement; Potency, µM (series often up to 114 µM), for the others: top-dose activity change, negative = inhibition, hits mostly inhibitors; actives 4.4% (n = 360,000); AID 504333; also: potency is read from the fitted curve at half-maximal effect; % is scaled to controls: 0 for no effect and ±100 for the full control effect; nearly all actives have a fitted effect of over 60% in size
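Multi-concentration screen (max 110 uM) measuring displacement of acetylated histone H3 peptide from BAZ2B by AlphaScreen, using 50 nM protein, 50 nM peptide and 10 ug/mL streptavidin donor plus Ni-chelate acceptor beads.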
HP1b binding inh: inhibitors of HP1-beta chromodomain binding to methylated histone tails; actives 0.56% (n = 390,000); AlphaScreen HP1-beta / biotin-H3K9me3 peptide binding; Potency, µM (highest dose often 114 µM), for inactives: top-dose activity change, negative = inhibition, most hits filed as inhibitors; AID 540317; also: potency is read from the fitted curve at half-maximal effect; nearly all actives have a fitted effect of over 70% in size; inactives centre near 23
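AlphaScreen: HP1-beta (50 nM) preformed 30 min with biotin-H3(1-18)K9me3 peptide (50 nM) in PBS pH 7.4, 0.01% Tween-20. Compound added for 30 min at RT, then streptavidin donor/nickel chelate acceptor beads (10 ug/mL) for 30 min.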
GLS inhibitor: glutaminase GLS (human) inhibition | O94925 | GLS enzymatic activity, qHTS titration | Potency, µM (highest dose often 45.5 µM), for the others: at the highest dose activity change, negative = inhibition, hits mostly inhibitors | actives 0.21% (n = 410,000) | AID 624170; also: potency is read from the fitted curve at half-maximal effect; % is scaled to controls: 0 for no effect and ±100 for the full control effect
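Compounds were pin-transferred onto hKGA, after which L-glutamine (1 mM solution) and a detection mix of glutamate oxidase, HRP and Amplex Red were added. Initial and 30 min RT fluorescence reads were collected.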
PI4K2A inh: PI4K2A (human) kinase inhibition; Q9BTU6; purified PI4K2A, ADP-Glo luminescence, 1 h; hits give low values; activity change, negative = inhibition, % at 76.9 µM; actives 0.13% (n = 420,000); AID 1346378; in the data active = activity change below about -50%; inconclusive = mostly about -30% to -49%;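 also: -100% = wells without enzyme as full effect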
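ADP-Glo luminescence measured ADP generated by PI4K2A enzyme (4 ug/mL before mixing) with 1.2 mM PI substrate (pre-mix) and 300 microM ATP (pre-mix). Tris pH7.5 buffer with MgCl2, Triton X-100; 1 h reaction at ambient temperature.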
ALOX12 inh: inhibitors of human 12S-lipoxygenase ALOX12; P18054; purified 12hLO, xylenol orange hydroperoxide absorbance; Potency, µM (highest dose often 108 µM), without a hit: top-dose activity change, negative = inhibition, actives largely listed as inhibitors; actives 1.1% (n = 580,000); AID 1671190; also: potency is read from the fitted curve at half-maximal effect; % is scaled to controls: 0 for no effect and ±100 for the full control effect
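Hydroperoxide product was detected by ferrous iron/xylenol orange as the 573 to 405 nm absorbance ratio. Arachidonic acid at 40 uM (final) was turned over for 30 min at room temperature by 150 nM human 12hLO, pH 7.0 Hepes buffer, after 15 min compound preincubation.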
Active calls of the source: *; ? = inconclusive; . = no result given; [ ] = another dose, or the depositor's remark. Unless noted, calls follow the shape of the dose curve; as a rule, active = well fitted curve in the direction sought with a large enough effect; inconclusive = small, poorly fitted or top-dose-only effect, or another doubt; inactive = no such curve, though single readings can be large; an effect the other way counts as inactive or inconclusive.

item | SMILES | RGS4 inh | JMJD2A Tudor inh | G9a inh | ERG Ets-DNA blk | BAZ2B block | HP1b binding inh | GLS inhibitor | PI4K2A inh | ALOX12 inh
1 | COc1ccc(N(CN2C(=O)C3CCCCC3C2=O)C(=O)c2ccco2)cc1 (stereo unspecified) | -16% | -6% | -12% | -12% | 1% | -5% | 7% | -3 | ?
2 | O=C(CSc1ccccc1)NCCCc1ccccc1 | -2% | -7% | -3% | 2% | 0% | 41%[activator] | 2% | 4 | 7%
3 | Cc1noc(C)c1C(=O)OC(C)C(=O)N(C)c1ccccc1 (stereo unspecified) | 10% | 5% | -31%[2.33 µM] | 6% | 6% | 40%[activator] | -5% | 5 | 9%
4 | CC1(c2nnc(Cc3ccccc3)o2)CC(c2cccnc2)=NO1 (stereo unspecified) | -2% | -10% | . | 2% | . | 36% | 1% | 0 | -21%
5 | Cc1cc(C)cc(NC(=O)CSc2nnc(C3CC3)n2CC2CCCO2)c1 (stereo unspecified) | -2% | -20% | 15% | -6% | -9% | 29% | 28% | 1 | -24%
6 | CCc1nn(CC(=O)O)c(=O)c2ccccc12 | -4% | -11% | ? | . | 0% | 38% | -7% | 0 | 2%
7 | CC(C)Cc1ccc(C(=O)NCc2ccc3c(c2)OCO3)o1 | 40% | -8% | 28%[59 µM] | 22% | -35% | 15% | 0% | -5 | 0%
8 | CC1CC(=O)N(CC(=O)Nc2cccc(Cl)c2)c2ccccc2S1(=O)=O (stereo unspecified) | 16% | -1% | . | ? | -13% | 27% | -4% | -3 | -6%
9 | CCn1c(=O)cc(SCC(=O)NCCN2CCN(Cc3ccccc3)CC2)c2ccccc21 | -18% | -8% | 15%[59 µM] | -5% | 7% | 3% | 7% | 11 | 15%
10 | Cc1ccc(OCC(=O)N/N=C/c2ccc3c(c2)OCO3)cc1C | -5% | -9% | 7% | 1% | 11% | 27% | -4% | 2 | -3%
11 | N#Cc1ccc(OS(=O)(=O)c2ccc(-c3ccon3)s2)cc1 | 17% | -14% | 13% | 5% | ? | 28% | -3% | 3 | -7%
12 | CC(=O)Nc1ccc(S(=O)(=O)N2CC3(C)CC2CC(C)(C)C3)cc1 (stereo unspecified) | -5% | -6% | -15% | -13% | -21% | 25% | 0% | -4 | -2%
13 | C=CCOC(=O)C(C(=O)Cc1ccccc1)c1ccccc1 (stereo unspecified) | 6% | 117%[activator] | . | 0% | . | 135%[activator] | -2% | -6 | 1%
14 | CCCCOC(=O)c1cccc(NC(=O)c2cc3ccccc3o2)c1 | -17% | 16% | 37%[59 µM] | 1% | 39% | 59%[activator] | -1% | 4 | -17%
15 | COC(=O)c1cn(C(=O)c2ccc(OC)cc2)c2ccccc12 | 10% | 55%[activator] | 101%[activator] | -4% | -5% | 85%[activator] | 4% | -22 | -5%
16 | CCc1ccc(NC(=O)Cn2c(=O)n(CCC(C)C)c(=O)c3cccnc32)cc1 | 14% | -12% | -8%[59 µM] | 1% | 7% | 52%[activator] | -7% | -1 | -1%
17 | CCOc1cc(C2NC(=O)c3c(sc4c3CCN(C)C4)N2)ccc1OC(=O)c1ccccc1Cl (stereo unspecified) | -37% | -8% | 4%[59 µM] | ? | 31% | -3% | 10% | 3 | -19%
18 | Cc1ccc(NC(=O)CN2C(=O)NC3(CCCCCCC3)C2=O)cc1C | -11% | 2% | 1.3µM* | -1% | -3% | 13% | 0% | 4 | ?
19 | O=C(NCC1CCCO1)C(=O)N/N=C/c1ccc(OCc2ccccc2Cl)cc1 (stereo unspecified) | ? | 45µM* | . | 8% | . | 3% | -1% | 1 | -19%
20 | COCCn1c(-c2ccccc2Cl)nc2c(c(=O)c3ccccc3n2C)c1=O | 18% | -1% | 0%[59 µM] | -8% | 9% | 50%[activator] | 16% | 3 | -17%
21 | Cc1cccc(CC2CC(=O)N(c3ncccn3)C2=O)c1 (stereo unspecified) | 2% | -5% | ? | . | 0% | 31% | 2% | 1 | 19%
22 | Cc1ccc(Cn2cccc2/C=N/NC(=S)Nc2ccc(C)cc2)cc1 | -13% | ? | 16% | -5% | -28% | 17% | ? | 2 | 45µM*
23 | COc1ccccc1NC(=O)Cn1c(=O)n(-c2ccccc2Cl)c(=O)c2sc3ccccc3c21 | 20% | -11% | -28%[59 µM] | 2% | -12% | 28% | 0% | -4 | -28%
24 | O=C(Nc1ccc(F)cc1)c1sccc1SCc1cccc(C(F)(F)F)c1 | -25% | 70%[activator] | ? | -6% | 57%[activator] | 165%[activator] | -3% | 2 | ?
25 | Cc1cc(NS(=O)(=O)c2ccc(Nc3nc(-c4ccc(O)cc4)cs3)cc2)no1 | -28% | ? | 50µM* | 0% | ? | -20% | -3% | -3 | ?
26 | c1cnc2ccc(C(c3nnnn3C3CCCC3)N3CCN(c4nc5ccccc5s4)CC3)cc2c1 (stereo unspecified) | -16% | -19% | 30%[59 µM] | -3% | -35% | 17% | 3% | -5 | 0%
27 | CCOC(=O)C(C(=O)OCC)C(C)(C)/C(C)=N\Nc1ccc([N+](=O)[O-])cc1[N+](=O)[O-] | 1% | 32µM* | ? | 11% | 10µM* | 35µM* | 13% | 3 | 4%
28 | COc1ccc(NC(=O)CN2C(=O)C(C)SC(C)C2=O)cc1 (stereo unspecified) | 8% | -15% | 33%[59 µM] | 8% | 11% | 13% | 5% | -2 | 2%
29 | CN(C)CCCNC(=O)/C=C/c1ccc(OCc2c(F)cccc2Cl)cc1 | -20% | -25% | -38% | 20% | -29% | 13% | 12% | 2 | -94%
30 | Cc1cc(C)n2nc(CNC(=O)c3ccccc3Cl)nc2n1 | 2% | 2% | 6%[59 µM] | -2% | -1% | 32% | -13% | 4 | -8%
31 | O=C(CCCN1C(=O)/C(=C/c2ccc(F)cc2)SC1=S)NCCCn1ccnc1 | -35% | ? | ? | 87%[activator] | 22µM* | ? | 6% | 6 | ?
32 | COc1ccc(CC(=O)NNC(=O)c2ccc(NC(C)=O)cc2)cc1 | -10% | -11% | 45µM* | 10% | -15% | -17% | 1% | -7 | 3%
33 | CCc1ccccc1NC(=O)C1CCN(S(=O)(=O)c2ccc3c(c2)N(C(C)=O)CCO3)CC1 | -8% | 2% | -4% | -2% | -11% | 32% | -5% | -6 | 7%
34 | COCCNC(=O)c1onc(CSc2cccc(C)c2)c1C(=O)O | -7% | -18% | -5%[0.0925 µM] | -1% | ? | 19% | 5% | -2 | ?
35 | CCOC(=O)Cn1c(-c2ccc(Cl)nc2)nc2ccccc21 | -10% | -1% | 8% | 1% | 0% | 50%[activator] | 3% | -1 | 5%
36 | Cc1ccc(CNC(=O)COC(=O)c2ccc(Br)o2)cc1 | 6% | -6% | 15%[2.33 µM] | -5% | 5% | 23% | -1% | -2 | -3%
37 | O=C(Nc1cnn(Cc2ccccc2)c1)c1nc2ncccn2n1 | 19% | -12% | 0% | -3% | 15% | 23% | 0% | 1 | 479%[activator]
38 | COc1ccc2cc(C#N)c(SCC(=O)NNC(=O)Cc3ccccc3)nc2c1 | -29% | 0% | 37%[12.7 µM] | -1% | -29% | 42%[activator] | -14% | 1 | -15%
39 | CC1(C)Nc2ccccc2C(=O)N1NS(=O)(=O)c1ccccc1 | -13% | 3% | 2% | 4% | 7% | 30% | 14% | 1 | -14%
40 | COc1ccc(NC(=O)C2CCN(C(=O)c3sc4nc[nH]c(=O)c4c3C)CC2)cc1Cl | -11% | 4% | 2%[59 µM] | 0% | 0% | 26%[57 µM] | -7% | -5 | -12%
41 | CCOc1ccccc1NC(=O)CCCN1C(=S)NC(C)(C)CC1C (stereo unspecified) | 6% | -11% | -10%[59 µM] | 2% | -5% | 17% | 6% | 3 | -26%
42 | O=C(CSc1n[nH]c(-c2cccs2)n1)N1CCN(S(=O)(=O)c2ccccc2)CC1 | -24% | 2% | 10%[12.7 µM] | -5% | -6% | 29% | . | -3 | -15%
43 | COc1ccc(-c2nc3scc(CCNS(=O)(=O)c4cccs4)n3n2)cc1 | 11% | -17% | -16%[59 µM] | 3% | -10% | 33% | -7% | 1 | 0%
44 | COc1cccc(/C=C(/C(=O)OCC(=O)NC2CCCCCCC2)c2ccccc2)c1 | 34% | 3% | -4%[59 µM] | -3% | 4% | 50%[activator] | -1% | 1 | -15%
45 | COc1ccc(NC(=O)CN(C)CC(=O)NC2CCC(C)CC2)cc1 (stereo unspecified) | -52% | -7% | -42%[12.7 µM] | -10%[15.4 µM] | -1% | 24% | -1% | -3 | -7%

Part of the list above, with values under each structure:
The line under a structure holds: RGS4 inh	JMJD2A Tudor inh	G9a inh	ERG Ets-DNA blk	BAZ2B block	HP1b binding inh	GLS inhibitor	PI4K2A inh	ALOX12 inh
41	CCOc1ccccc1NC(=O)CCCN1C(=S)NC(C)(C)CC1C (stereo unspecified)
  6%	-11%	-10%[59 µM]	2%	-5%	17%	6%	3	-26%
42	O=C(CSc1n[nH]c(-c2cccs2)n1)N1CCN(S(=O)(=O)c2ccccc2)CC1
  -24%	2%	10%[12.7 µM]	-5%	-6%	29%	.	-3	-15%
43	COc1ccc(-c2nc3scc(CCNS(=O)(=O)c4cccs4)n3n2)cc1
  11%	-17%	-16%[59 µM]	3%	-10%	33%	-7%	1	0%
44	COc1cccc(/C=C(/C(=O)OCC(=O)NC2CCCCCCC2)c2ccccc2)c1
  34%	3%	-4%[59 µM]	-3%	4%	50%[activator]	-1%	1	-15%

Assay outcomes (PubChem BioAssay)

An excerpt, so the mix of outcomes need not match the whole.
